High-throughput results from PubChem.
HIV RNase H inh: HIV-1 RT RNase H inhibitors, primary screen, biochemical, fluorescence; hit rate 1.9% among 65,000; RT-RNase H RNA/DNA duplex cleavage; Gag-Pol polyprotein (Human immunodeficiency virus type 1 group M subtype B (isolate …; inhibition, % at 10 µM; in the data active = inhibition above about 50%
RmlC RmlD mix: RmlC and RmlD coupled enzyme inhibitors, primary screen, biochemical, 384-well, compound mixtures, retest. AID 1532, 2009. hit rate 0.39% among 110,000. inhibition, % at 5.5 µM. RmlC/RmlD coupled enzyme inhibition, 384-well mixture HTS; in the data active = inhibition above about 30%, passing the limit was not always enough; inconclusive = no clear call, values can overlap the other calls; also: strong numbers were not always called active
Active calls of the source: *; ? = inconclusive; · = no result given.

smiles	HIV RNase H inh	RmlC RmlD mix
CCCCN(CC)C(=O)c1ccc(Cl)c(Cl)c1	-14.8	-3.0
COCCNC(=O)c1cc(-c2ccc3c(c2)OCO3)on1	4.6	·
CCOC(=O)c1cnn(-c2nc(-c3ccc(C)cc3)cs2)c1C(F)(F)F	·	-40.2
Cc1ccc(C(=O)NC2CCSC2=O)cc1 (stereo not given)	·	8.4
CC1(c2nnc(-c3cccc(Cl)c3)o2)CC(c2cccnc2)=NO1 (stereo not given)	·	-13.6
Cn1c(=O)c(=O)n(C)c2cc(S(=O)(=O)N3CCN(c4cccc(C(F)(F)F)c4)CC3)ccc21	6.0	0.6
O=C1CC(NCc2ccco2)C(=O)N1CCc1ccccc1 (stereo not given)	-7.0	-7.7
COC(=O)CSc1nc2cc(OC)ccc2cc1C#N	-21.7	12.4
N#Cc1ccc(-c2csc(NNC(=O)c3ccc(Br)cc3)n2)cc1	·	4.5
c1c2c(cc3sc(N4CCCCC4)nc13)OCCO2	-9.2	·
Cc1ccc(C(=O)Nc2nc(COc3ccccc3)cs2)s1	2.4	-14.3
Cc1nnc(N(Cc2ccco2)C(=O)c2ccc(C#N)cc2)s1	·	-10.9
O=C(CNC1CCCCC1)N1CCC2(CC1)OCCO2	·	6.2
Cc1ccc(OCCn2ccc(=O)[nH]c2=O)cc1C	-4.1	3.1
CCN(CC)CCN1C(=O)C(O)=C(C(=O)c2cc3ccccc3o2)C1c1cccnc1 (stereo not given)	-4.7	19.4
Cc1nnc(N)nc1C	2.7	-19.5
COc1ccc(-c2csc(N3CCOCC3)n2)cc1OC	-6.3	-2.7
CCOc1ccc2nc(NC(=O)CSc3nc4c(c(=O)n(C)c(=O)n4C)n3CC)sc2c1	-0.8	7.9
CCN(Cc1ccccc1)C(c1cccc(C#N)c1)c1nnnn1C(C)(C)C (stereo not given)	3.8	-0.5
COC(=O)C1=C(C(=O)OC)[C@@H]2N(C)c3ccccc3[C@@]23C[C@@H](C(=O)OC)N(C(=O)c2cc(C)oc2C)C3=N1	·	0.1
CCOC(=O)N1CCN(C(=O)c2ccc(N3C(=O)CCC3=O)cc2)CC1	-10.6	-8.5
CCCC(=O)O[C@]1(C(=O)CO)CC[C@H]2[C@@H]3CCC4=CC(=O)CC[C@]4(C)[C@H]3[C@@H](O)C[C@@]21C	·	-4.3
COc1ccccc1NC1=NC(C)(C)N=C(N)N1	·	4.0
Cc1cccc(C(=O)N2CCC(=O)N(C(COCc3ccc(Cl)cc3)Cc3ccccc3)CC2)c1 (stereo not given)	·	-13.4
CC1CCCC(C)N1C(=O)COC(=O)c1ccc[nH]c1=O (stereo not given)	-3.0	5.6
CC(=O)c1cccc(S(=O)(=O)NCC(c2ccco2)N2CCCCC2)c1 (stereo not given)	2.8	0.6
O=C(O)Cc1cnc[nH]1	·	3.4
COc1ccc(C(c2sc3nc(C)nn3c2O)N2CCC3(CC2)OCCO3)cc1 (stereo not given)	-3.7	-14.1
CCCN(CCC)c1nc(NC2CCN(C(=O)OCC)CC2)nc(OC)n1	-10.2	12.3
Cc1cc(C)cc(OCC(=O)N2N=C(C(F)(F)F)CC2(O)C(C)(C)C)c1 (stereo not given)	·	10.5
CCOc1ccc(-c2nnc(-c3ccc(OC)cc3)o2)cc1	·	-24.0
Cc1cccc2sc(NC(=O)CSc3nc4ccccc4o3)nc12	·	5.8
O=C(c1csc2c1CCCC2)N1CCN(c2ccc(F)cc2)CC1	·	-8.8
COC(=O)c1cccc(OCC(O)Cn2ccnc2)c1 (stereo not given)	-1.8	-0.8
COc1cc(/C=C(\C#N)C(=O)Nc2ccc(SC(F)F)cc2)cc(OC)c1OC	·	-9.5
Cc1ccc(NC(=O)c2nc[nH]c2C(=O)N[C@@H](CCCCNC(=O)OC(C)(C)C)C(=O)OC(C)(C)C)cc1	·	-0.6
CCCCC(C)C(OC(=O)CC(CC(=O)O)C(=O)O)C(CC(C)CC(O)CCCCC(O)CC(O)C(C)N)OC(=O)CC(CC(=O)O)C(=O)O (stereo not given)	·	1.5
CCN(C1CCCCC1)S(=O)(=O)c1ccc(S(=O)(=O)N2CCN(CCC#N)CC2)cc1	-11.3	-7.8
O=C(C1=C[C@@H](c2csc3ccccc23)C[C@@H](OCCCCO)O1)N1CCN(Cc2ccc3c(c2)OCO3)CC1	·	10.7
CC(NC(=O)CN(C1CCCCC1)S(C)(=O)=O)c1ccccc1 (stereo not given)	·	-2.8
COC(=O)N1CC(=O)N(OC)C1c1ccc(Cl)cc1Cl (stereo not given)	-23.6	3.3
Cc1ccc(NC(=O)CN(Cc2ccccc2)S(C)(=O)=O)cc1C	·	7.6
CCC(C)OC(=O)C1=C(C)NC(=O)NC1c1ccc(F)cc1 (stereo not given)	-2.7	8.1
Clc1ccc(-n2ncc3c(NCCN4CCOCC4)ncnc32)cc1	-10.0	-11.3
CC(C)(C)C(=O)NC(=C(Cl)Cl)P(=O)(O)O	4.8	-9.1
Cc1ccc(-c2nnc(-c3ccc(NC(=O)c4ccco4)cc3)o2)cc1	23.6	·
C1CNC2NCCNC2N1 (stereo not given)	-14.3	0.3
COc1cc2c(cc1OC)[C@@H]1Cc3cc4c(cc3[C@H](C2)N1C)OCO4	·	8.2
Cc1ccc(C(=O)C(OC(=O)COc2ccccc2C)c2ccccc2)cc1 (stereo not given)	·	6.2
CC(Sc1nnc(-c2cc3ccccc3o2)n1-c1ccccc1)C(=O)O (stereo not given)	3.2	-14.5
Cc1oc(C)c(C(=O)Nc2ccc(CC(=O)O)cc2)c1C(=O)Nc1ccc(CC(=O)O)cc1	-6.8	0.0
O=C(Nc1nnc(-c2ccccc2)o1)c1ccc(Cl)cc1	1.1	-10.9
CCCCn1c(SCC(=O)Nc2nc(C)cs2)nnc1-c1cccnc1	3.8	-7.6
CCn1c(CN2CCN(C(=O)c3ccco3)CC2)nc2c1c(=O)n(C)c(=O)n2C	-17.4	6.4
Cc1c(NC(=O)c2cnn3c2NC(c2ccc(Br)cc2)CC3C(F)(F)F)c(=O)n(-c2ccccc2)n1C (stereo not given)	·	-7.2
O=C(NCC(=O)N1CCCCC1)c1ccc(Cl)cc1Cl	·	-12.3
COc1cc(Cl)c(C)cc1NC(=O)CSc1nc2ccccc2o1	-2.0	4.5
COc1ccc(C2/C(=C(/O)c3ccccc3)C(=O)C(=O)N2CCN2CCOCC2)c(OC)c1 (stereo not given)	5.7	-6.7
CCN1CCCC1CNC(=O)c1cc2c(-c3ccc(Cl)cc3)nn(C)c2s1 (stereo not given)	-14.5	-26.5
Fc1cccc(Cl)c1Cn1nnc(-c2ccc3c(c2)OCO3)n1	-69.8	1.6

(continued)
smiles	HIV RNase H inh	RmlC RmlD mix
COc1ccc(N2C(=O)CSC23C(=O)N2c4c(cccc43)C(C)=CC2(C)C)cc1 (stereo not given)	·	10.8
Cc1ccc(OCCn2c(CCCO)nc3ccccc32)cc1	-12.4	-57.2
CCN(CC)CCCN1C=C2C(=O)C(C)(OC(=O)C3CCCC3)C(=O)C=C2C=C1c1ccsc1 (stereo not given)	·	150.5
O=C(N/N=C/c1cccnc1)C1CCCN(S(=O)(=O)c2ccccc2)C1 (stereo not given)	·	7.8
NC(=O)c1oc2ccccc2c1NC(=O)c1nc2ccccc2s1	4.9	-5.1
Cc1ccsc1C(=O)OCC(=O)c1cc2ccccc2o1	-65.9	-5.8
CCc1ccc2c(c1)/C(=C/C(=O)c1cccs1)C(=O)N2	·	-1.7
O=C(Nc1ccccc1)O/N=C1\CCCCC1c1ccc([N+](=O)[O-])cc1[N+](=O)[O-] (stereo not given)	·	2.0
COc1ccc(NC(=O)CN(C)S(=O)(=O)c2cccc3cccnc23)cc1	-13.7	-76.5
FC(F)(F)c1ccc2nnc(-c3c(Cl)cccc3Cl)n2c1	·	-9.7
c1ccc(Cc2nc3ccccc3n2Cc2ccccc2)cc1	·	-10.8
O=C(CSc1n[nH]c(-c2ccncc2)n1)c1ccccc1	-4.8	3.9
C=CCC(C#Cc1ccccc1)N(C)C (stereo not given)	-27.6	7.8
O=C(COc1ccccc1)NCc1nnc(SCC(=O)Nc2nccs2)n1-c1ccccc1	-1.5	2.5
NC(=O)CSc1nc2ccccc2n1-c1ccccc1	-33.1	-11.1

An excerpt from above in order of SMILES length, highest first.
smiles	HIV RNase H inh	RmlC RmlD mix
FC(F)(F)c1ccc2nnc(-c3c(Cl)cccc3Cl)n2c1	·	-9.7
Cc1ccsc1C(=O)OCC(=O)c1cc2ccccc2o1	-65.9	-5.8
C=CCC(C#Cc1ccccc1)N(C)C (stereo not given)	-27.6	7.8

Next results
smiles	HIV RNase H inh	RmlC RmlD mix
COc1ccc(/C=C/C(=O)c2ccccc2)cc1COc1ccc(F)cc1	·	-13.4
CCOC(=O)C1C(=O)C=C(c2ccc(Br)cc2)CC1c1ccco1 (stereo not given)	·	-6.9
CCn1cc(CNC(=O)/C=C/c2ccc([N+](=O)[O-])cc2)c(C)n1	·	?
CCC(=O)N1c2ccc(S(=O)(=O)CCC(=O)NCCC3=CCCCC3)cc2CC1C (stereo not given)	-11.3	-0.5
CN1C(=O)CC(n2c(CO)nc3ccccc32)C1=O (stereo not given)	4.5	-13.2
c1cncc(-c2nnc3n2N=C(c2cccs2)CS3)c1	-27.2	5.0
CCCCN1C(=O)NC(=O)/C(=C/c2cnc(SC)nc2)C1=O	·	5.5
Cn1c2c(c(=O)n(C)c1=O)CN(CCCN1CCOCC1)CN2	-7.5	0.7
O=C1C(Cl)=C(NCC2CCCO2)C(=O)N1CCc1ccccc1 (stereo not given)	-15.2	7.6
O=C(COC(=O)CNC(=O)C12CC3CC(CC(C3)C1)C2)Nc1ccccc1	·	5.0
CC(=O)N1CC=CC1(CC(C)C)C(=O)NCCN1CCOCC1 (stereo not given)	·	2.8
COc1ccc(OC)c(/C(O)=C/C(=O)C(=O)Nc2cc(C)ccc2OC)c1	·	-4.6
O=c1c2cnn(-c3ccccc3)c2nnn1Cc1ccccn1	-17.3	-12.9
Cc1ccc(C(=O)N2CCN(c3ccc(NC(=O)c4ccc(Br)o4)cc3)CC2)cc1	·	-16.4
COc1ccc(NC(=O)COc2ccccc2)c(OC)c1	-11.7	19.9

Structures above that have a cyano group, in the order listed:
smiles	HIV RNase H inh	RmlC RmlD mix
COC(=O)CSc1nc2cc(OC)ccc2cc1C#N	-21.7	12.4
N#Cc1ccc(-c2csc(NNC(=O)c3ccc(Br)cc3)n2)cc1	·	4.5
Cc1nnc(N(Cc2ccco2)C(=O)c2ccc(C#N)cc2)s1	·	-10.9
CCN(Cc1ccccc1)C(c1cccc(C#N)c1)c1nnnn1C(C)(C)C (stereo not given)	3.8	-0.5
COc1cc(/C=C(\C#N)C(=O)Nc2ccc(SC(F)F)cc2)cc(OC)c1OC	·	-9.5
CCN(C1CCCCC1)S(=O)(=O)c1ccc(S(=O)(=O)N2CCN(CCC#N)CC2)cc1	-11.3	-7.8

(cont.)
smiles	HIV RNase H inh	RmlC RmlD mix
COc1ccc(OC(C)C(=O)NCc2cccnc2)cc1 (stereo not given)	-4.3	-6.6
Cc1ccccc1NS(=O)(=O)c1ccc2[nH]cc(C(=O)N(C)Cc3ccco3)c(=O)c2c1	3.1	5.4
Cc1ccc(C)c(NC(=S)NC2CC3CCC(C2)N3Cc2ccco2)c1 (stereo not given)	·	-44.0
CC(C)(C)[C@H]1C=C(C(=O)NCc2ccccc2)O[C@@H](OCCCCO)C1	·	-13.5
CCN(CC)c1ccc(NC(=O)COC(=O)c2ccc3ccccc3n2)cc1	·	-14.8
c1cncc(Nc2nc(-c3ccncc3)cs2)c1	-31.1	-38.8
O=C1c2ccccc2C2(c3ccccc3)NCCN12 (stereo not given)	-23.6	-15.7
Cc1cccc(CN(C)CCc2ccccn2)c1	-8.2	-58.5
CS(=O)(=O)N1CCC(C(=O)Nc2ccccc2F)CC1	1.2	34.8
CCCC(=O)Nc1ccc(Cl)c(NC(=O)c2cccnc2Cl)c1	·	-13.1
CCc1ccc(C(C)NC(=O)Cn2cnc3c(=O)n(C)c(=O)n(C)c32)cc1 (stereo not given)	·	-10.6
O=C(CN1C(=O)NC2(CCCc3ccccc32)C1=O)NCc1ccco1 (stereo not given)	·	3.5
COC(=O)C(CCSC)NC(=O)C12CC3CC(CC(C3)C1)C2 (stereo not given)	·	-4.9
CCOC(=O)c1ccc(Nc2ncnc3ccc(C)cc23)cc1	·	-39.2
CCOC(=O)N1CCN(C(=O)c2cc(-c3ccc(F)cc3)[nH]c2C)CC1	-3.1	12.4
S=C(NCc1cccs1)Nc1cccc(Cl)c1	·	7.0
CCc1cc2c(CN3CCN(CC)CC3)cc(=O)oc2cc1O	-3.0	46.9
CC1(C)CC(C#N)(N2CCOCC2)CCO1 (stereo not given)	-7.8	12.0
O=C(c1ccc2nc(N3CCOCC3)sc2c1)N1CCN(C(=O)c2ccco2)CC1	-12.8	6.9
CC1(C)CC(NC(=O)C23CCC(C)(/C(=N/O)C2)C3(C)C)CC(C)(C)N1 (stereo not given)	-15.6	7.0
O=C(O)C1CC(=O)N(Cc2cccs2)C1 (stereo not given)	-12.8	-4.9
O=C(NCc1ccccn1)c1ccc2nc(-c3ccco3)c(-c3ccco3)nc2c1	87.7*	7.5

Look-ups from the entries so far.
`COc1cc(Cl)c(C)cc1NC(=O)CSc1nc2ccccc2o1` in HIV RNase H inh reads -2.0
`CCN(CC)c1ccc(NC(=O)COC(=O)c2ccc3ccccc3n2)cc1` in RmlC RmlD mix reads -14.8
`CCC(=O)N1c2ccc(S(=O)(=O)CCC(=O)NCCC3=CCCCC3)cc2CC1C` (stereo not given) in HIV RNase H inh reads -11.3
`COc1ccc(N2C(=O)CSC23C(=O)N2c4c(cccc43)C(C)=CC2(C)C)cc1` (stereo not given) in RmlC RmlD mix reads 10.8

An excerpt; the hit share may differ from the screen's.
